HEK293 NOD2/NF-kB – NOD2 signaling inhibitors, cell-based, luminescence, uHTS, HEK293 (AID 1566); HEK293 NOD2/NF-kB luciferase reporter, luminescence; higher % means a stronger effect; inhibition, % at 4 µM, or EC50 in µM where a hit was titrated; actives 0.63% (n = 290,000); note: many of its hits are not listed in these tables
NOD1 NF-kB reporter – NOD1 signaling inhibitors, primary screen, cell-based, luminescence, uHTS (AID 1578). NOD1-driven NF-kB luciferase reporter cells, luminescence; higher % means a stronger effect. inhibition, % at 4 µM, or EC50 in µM where a hit was titrated. actives 1% (n = 290,000); in the data active = inhibition mostly above about 36%, no sharp cut-off; inactive = mostly below about 34%;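 note: HEK-293T reporter cells stimulated with the NOD1 agonist gamma-tri-DAP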
KOR beta-arrestin-1 – KOR antagonists, beta-arrestin recruitment, cell-based, luminescence, uHTS (AID 1778). actives 0.091% (n = 290,000). inhibition, % at 10 µM, or IC50 in µM where a hit was titrated. KOR beta-arrestin recruitment, luminescence, antagonist mode; higher % means a stronger effect. Kappa-type opioid receptor (Homo sapiens); note: strong numbers were not always called active
HIV peptide binding – inhibitors of HIV fusion peptide binding, primary screen, biochemical, uHTS, fluorescence dequenching (AID 1986); cell-free peptide binding, fluorescence dequenching, 30 min; higher % means a stronger effect; inhibition, % at 20 µM; hits with a dose series show IC50 in µM; actives 0.3% (n = 290,000); in the data active = inhibition mostly above about 52%, no sharp cut-off; inactive = mostly below about 76%; note: some results filed as inactive read as strong as hits
KOR beta-arrestin-2 – KOR agonists, beta-arrestin recruitment, primary screen, cell-based, luminescence, uHTS (AID 1777). actives 0.02% (n = 280,000). KOR beta-arrestin recruitment, luminescence; higher % means a stronger effect. one-dose activation, % at 10 µM; EC50 in µM for titrated hits. Kappa-type opioid receptor (Homo sapiens); in the data active = activation above about 50%, passing the limit was not always enough; note: a part of the inactive calls stands beside numbers as strong as those of hits
Myeloid diff MLP – induction of myeloid progenitor differentiation, primary screen, cell-based, flow cytometry, MLPCN library. calls only at 10 µM. AID 624256, 2012. actives 1% (n = 360,000). ER-HoxA9 myeloid progenitors, lysozyme-GFP differentiation;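 active = normalized GFP-positive differentiation at or above the plate's own cutoff, the solvent-only control mean plus 3 SD; inconclusive = no clear call, values can overlap the other calls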;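 note: cells exposed to compound for four days before flow analysis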
LYP phosphatase – inhibitors of LYP phosphatase, biochemical, fluorescence intensity, uHTS (AID 1779); actives 0.054% (n = 290,000); recombinant LYP phosphatase, fluorescence intensity; higher % means a stronger effect; Tyrosine-protein phosphatase non-receptor type 22 (Homo sapiens); inhibition, % at 11.5 µM, or IC50 in µM where a hit was titrated;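 note: plate controls were vehicle with enzyme for no effect and no enzyme for full effect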
PhoP inhibition – inhibitors of PhoP regulon expression, primary screen, Salmonella Typhimurium, GFP reporter (AID 1863); actives 0.16% (n = 300,000); S. Typhimurium PhoP-regulated promoter GFP reporter, 4 h; higher % means a stronger effect; inhibition, % at 50 µM; hits with a dose series show IC50 in µM;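 active = inhibition over 29.93%, a cutoff 3 SD above the screen mean, later confirmed by dose response; inconclusive = inhibition over 29.93% but no dose response follow-up; inactive = inhibition at most 29.93% or unconfirmed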;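 note: 0% = low Mg2+ inducing control and 100% = high Mg2+ repressing control; strong numbers were not always called active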
Siah-1 displacement – Siah-1 peptide-binding antagonists, primary screen, biochemical, fluorescence polarization, rhodamine-plectin, uHTS (AID 1817) | E3 ubiquitin-protein ligase SIAH1 (Homo sapiens) | actives 0.02% (n = 290,000) | displacement, % at 20 µM; hits with a dose series show IC50 in µM | Siah-1 / rhodamine-plectin peptide fluorescence polarization; higher % means a stronger effect;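 active = displacement of at least 50% at 20 µM, with a fluorescence ratio check between 0.3 and a set limit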;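 note: plate controls were Siah plus tracer with DMSO for no effect and tracer alone without Siah for full effect; strong numbers were not always called active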
Myeloid diff MLP GFP+ MAC1+ % – recorded beside Myeloid diff MLP, whose call it bears; GFP+ MAC1+ double positive, %; measured here: differentiation confirmed by MAC1 staining
* hit, by the source's call; i = inactive; ? = inconclusive; . = no result given; [ ] = dose if it differs, or a comment. Cut-off read from the data, not from the text of the source, unless noted: active = inhibition above about 50%; inactive = the rest. A portion of the library, so the mix of outcomes need not match the whole.

#	structure	HEK293 NOD2/NF-kB	NOD1 NF-kB reporter	KOR beta-arrestin-1	HIV peptide binding	KOR beta-arrestin-2
1	CN(c1ccccc1)S(=O)(=O)c1ccc2ccccc2c1	-10.7%	-8.3%	-8.1%	1.8%	3.4%
2	Cn1c2ccccc2c2cc(/C=C(\NC(=O)c3ccccc3)C(=O)NCC(=O)O)ccc21	4.6%	4.8%	-9.9%	31.3%	-1.3%
3	COc1ccc(/C=C(\NC(=O)c2ccc(C)cc2)C(=O)N2CCCCC2)cc1	14.6%	-3.9%	16.0%	-1.2%	-4.1%
4	Cc1nc2ccc(NC(=S)N3CCC(C)CC3)cc2nc1C	-4.6%	-21.1%	5.2%	-3.5%	-0.1%
5	Cc1ccc(C(=O)Nc2ncc([N+](=O)[O-])s2)cc1	.	.	-12.7%[20 µM]	6.8%	-3.3%
6	CCOC(=O)N1CCC(N2CC34C=CC(O3)C(C(=O)Nc3ccc(C)cc3)C4C2=O)CC1 (stereo not given)	10.1%	4.8%	-3.2%	-1.6%	-6.4%
7	COc1ccccc1C1=NOC(COc2ccc3c(C)cc(=O)oc3c2)C1 (stereo not given)	11.2%	5.4%	-46.3%	-1.6%	3.0%
8	CN(C)c1ccc(N=Nc2ccccc2Br)cc1	-129.9%	0.2%	18.6%	-6.2%	-1.7%
9	Cn1c(-c2ccc(C(C)(C)C)cc2)n[nH]c1=S	3.7%	-16.7%	37.5%	-3.7%	-5.4%
10	CC(C)c1nc2sc3c(=O)[nH]cnc3c2c2c1CCC2	13.7%	-18.6%	-57.4%	0.0%	0.7%
11	CCOC(=O)C1=C(C)N(CCCCCC(=O)O)C(=O)NC1c1ccccc1Cl (stereo not given)	16.4%	1.9%	14.9%	0.0%	-4.2%
12	O=C(N/N=C/c1cn(Cc2ccccc2)c2ccccc12)c1cc(O)cc(O)c1	-5.7%	-3.6%	5.0%	1.4%	-2.0%

#	Myeloid diff MLP	Myeloid diff MLP GFP+ MAC1+ %	LYP phosphatase	PhoP inhibition	Siah-1 displacement
1	i	0.2	-9.5%	6.0%	10.7%
2	i	1.4	-1.2%	-5.8%	-3.6%
3	i	0.5	-3.6%	.	2.5%
4	i	0.1	-3.0%	11.1%	-7.0%
5	i	0.6	-3.7%	4.0%	1.8%
6	i	0.9	-13.1%	6.8%	-1.5%
7	?	.	-7.2%	2.2%	-3.8%
8	i	0.1	-4.2%	10.1%	-8.2%
9	i	0.8	0.2%	7.4%	3.0%
10	i	0.4	-11.2%	-4.4%	6.9%
11	i	1.8	-4.3%	0.6%	-4.8%
12	i	1.1	5.0%	-3.7%	-0.5%

(cont.)
#	structure	HEK293 NOD2/NF-kB	NOD1 NF-kB reporter	KOR beta-arrestin-1	HIV peptide binding	KOR beta-arrestin-2
13	O=C(Cn1cnc2c(cnn2-c2ccccc2)c1=O)Nc1ccc(S(=O)(=O)N2CCOCC2)cc1	18.2%	-4.7%	9.8%	-2.1%	-2.5%
14	CCCCN(CC)Cc1ccc(CNC(=O)Nc2ccc(Cl)cc2)o1	-13.5%	-30.3%	-27.0%	-1.2%	7.1%
15	CCc1ccc(-c2cc(C)no2)cc1S(=O)(=O)N1CCOc2ccc(C)cc21	16.8%	15.1%	-9.8%	0.3%	-1.1%
16	CC(=O)c1ccc(NC(=O)C(C)Sc2n[nH]c(-c3cccnc3)n2)cc1 (stereo not given)	-8.4%	-20.5%	-8.4%	-1.3%	-0.1%
17	Cc1cc2cc(CNC(=S)Nc3ccc(OC(F)F)cc3)ccc2[nH]1	4.6%	-27.7%	-32.3%	0.3%	1.6%
18	O=C1CC(C(=O)N(c2cccc(F)c2)C(C(=O)NC2CCCC2)c2ccccn2)CS1 (stereo not given)	3.4%	-1.7%	-0.4%	-1.6%	-1.1%
19	O=C(N/N=C/c1sc(=O)n(-c2ccccc2)c1Cl)c1ccncc1	20.9%	47.8%	-34.3%	0.7%	12.9%
20	CN1C(=O)/C(=C\c2ccccc2)Sc2ccc(C(=O)N3CCN(c4ccccn4)CC3)cc21	18.6%	46.8%	-25.0%	-0.3%	3.5%
21	COc1ccc(/C=N/Nc2nc(Nc3ccccc3)nc(N3CCCCC3)n2)c(OC)c1	-10.6%	-11.7%	3.2%	-0.5%	0.7%
22	CC(C)Cn1cnc2c(N)nc3ccccc3c21	7.9%	1.3%	-11.7%	0.0%	2.7%
23	COc1cccc(-n2c(=O)c3cc(OC)c(OC)cc3n(CC(=O)Nc3cc(C)[nH]n3)c2=O)c1	7.3%	-13.1%	-32.3%	-1.2%	-0.3%
24	CCOC(=O)c1oc2cc(O)c(CC)cc2c(=O)c1-c1cscn1	4.2%	-27.0%	19.5%	-1.2%	-3.8%

#	Myeloid diff MLP	Myeloid diff MLP GFP+ MAC1+ %	LYP phosphatase	PhoP inhibition	Siah-1 displacement
13	i	0.7	-6.9%	1.7%	2.0%
14	i	1.0	-6.8%	-4.5%	-7.8%
15	i	0.8	-0.9%	-4.1%	2.6%
16	i	0.3	-4.6%	0.1%	-1.2%
17	i	1.9	1.3%	12.1%	-3.0%
18	i	8.0	-2.2%	-1.0%	0.2%
19	i	0.4	-2.9%	-6.4%	-2.6%
20	.	.	2.9%	3.2%	6.7%
21	i	0.5	8.3%	-8.7%	-2.8%
22	i	4.1	-8.3%	.	-2.4%
23	i	0.4	-0.6%	11.5%	-2.5%
24	i	0.7	2.4%	-1.1%	-1.8%

New compounds follow
#	structure	HEK293 NOD2/NF-kB	NOD1 NF-kB reporter	KOR beta-arrestin-1	HIV peptide binding	KOR beta-arrestin-2
25	COc1ccc(CCNC(=O)COc2cc(C)cc3oc(=O)cc(C)c23)cc1	-9.2%	-16.0%	-48.2%	3.4%	8.3%
26	O=C(/C(=C/c1ccccc1)n1cncn1)c1ccc(Cl)cc1Cl	-15.5%	-3.5%	1.1%	3.7%	9.6%
27	CC(C)C[C@H](NC(=O)c1nc[nH]c1C(=O)N1CCN(C(=O)OC(C)(C)C)CC1)C(=O)OC(C)(C)C	.	.	3.2%	-0.5%	-0.5%
28	CC1CCN(c2nc(-c3cccnc3)nc3scc(-c4ccccc4)c23)CC1	-2.3%	-17.8%	-12.9%	1.3%	-1.6%
29	CCOC(=O)C(NCCCO)c1ccccc1 (stereo not given)	2.3%	-2.7%	14.0%	-0.5%	11.4%
30	Cc1ccc(-c2nc(CS(=O)CC(=O)NCCN(CC(C)C)CC(C)C)c(C)o2)cc1 (stereo not given)	-16.4%	15.3%	-13.2%	-2.2%	-1.7%
31	Cc1cccc(-c2nnc(NC(=O)c3cccs3)s2)c1	-32.4%	-51.3%	-1.6%	0.1%	-1.0%
32	CCN(CC)CC1C(=O)N(c2ccc(OC)cc2)C1c1ccccc1 (stereo not given)	27.5%	-5.8%	25.5%	-2.1%	4.4%
33	Cc1ccc(C(=O)/C=C/c2cc(Br)cc(Br)c2O)o1	-74.0%	89.5%*	-1.0%	22.6%	-4.6%
34	O=C(NCc1ccccc1)c1cc[n+](CC(=O)c2cccs2)cc1	17.8%	3.5%	23.9%	-2.4%	-2.0%
35	Cc1cccc(C)c1NC(=O)c1cccc2c1C(=O)N(C1CCCCC1)C2	-0.6%	21.3%	-10.1%	-2.1%	0.3%
36	CCOc1ccc(-c2c(=O)n(OCC)c3ccccc3[n+]2[O-])cc1	14.4%	3.2%	-14.7%	2.8%	-1.6%

#	Myeloid diff MLP	Myeloid diff MLP GFP+ MAC1+ %	LYP phosphatase	PhoP inhibition	Siah-1 displacement
25	i	4.1	-0.8%	-3.4%	-3.3%
26	i	0.8	1.3%	18.7%	1.3%
27	i	1.0	-0.6%	4.9%	-3.2%
28	i	0.1	-3.4%	10.1%	0.4%
29	i	6.4	-3.2%	6.5%	-0.7%
30	i	0.2	-5.3%	1.0%	-6.7%
31	i	2.2	-1.1%	3.9%	3.3%
32	i	0.3	-6.1%	.	2.5%
33	i	1.4	-3.3%	-0.9%	6.3%
34	i	0.6	-6.5%	-1.9%	-3.2%
35	i	4.5	3.0%	-9.8%	2.1%
36	i	0.6	-2.6%	.	5.7%

Later entries.
#	structure	HEK293 NOD2/NF-kB	NOD1 NF-kB reporter	KOR beta-arrestin-1	HIV peptide binding	KOR beta-arrestin-2
37	CN(C)C(=O)CSc1nnc(CCNC(=O)OC(C)(C)C)o1	-0.1%	-10.1%	39.2%	-0.5%	10.4%
38	COc1ccc(-c2cc(C#N)nc(N3CCN(C)CC3)n2)cc1	2.7%	33.2%	-7.2%	-3.2%	0.0%
39	Cc1nnn(-c2nonc2N)c1C(=O)N/N=C/c1ccccc1O	-46.8%	52.4%	-12.7%	-4.4%	-1.8%
40	Cc1ccc(-c2n[nH]c(=S)n2C)cc1	-12.3%	-13.1%	7.3%	-0.5%	-3.6%
41	O=C(O)CCCNS(=O)(=O)Cc1ccccc1	1.8%	-27.8%	-5.3%	-2.5%	8.9%
42	CC1=C(C(=O)OC(C)C)C(c2cccs2)n2ncnc2N1 (stereo not given)	-11.9%	3.3%	15.5%	-1.1%	-11.2%
43	CC1CCN(C(=O)COc2ccc(Nc3ccccc3)cc2)CC1	24.0%	-22.2%	3.4%	-2.1%	-0.5%
44	Cc1cccc(C)c1NC(=O)CNC(=O)c1ccncc1	-3.2%	-31.7%	7.3%	1.0%	5.3%
45	Cc1oc2ccc(OCc3ccc(Cl)cc3)cc2c1C(=O)O	12.8%	-4.7%	8.8%	8.1%	1.6%
46	O=C(Nc1c[nH]c(=O)[nH]c1=O)c1ccc2c(c1)C(=O)N(c1cccc([N+](=O)[O-])c1)C2=O	3.0%	1.6%	-38.6%	1.1%	0.5%

#	Myeloid diff MLP	Myeloid diff MLP GFP+ MAC1+ %	LYP phosphatase	PhoP inhibition	Siah-1 displacement
37	i	0.7	-9.2%	-6.4%	-2.6%
38	i	0.6	-0.3%	-1.0%	-10.1%
39	i	0.4	-6.5%	-7.8%	28.0%
40	i	0.9	-5.1%	-6.4%	0.0%
41	i	0.3	-7.2%	7.5%	-4.6%
42	i	3.9	-7.6%	4.1%	-3.5%
43	i	0.9	-10.0%	-7.1%	7.3%
44	i	0.3	-7.2%	4.8%	13.0%
45	i	0.3	-1.1%	-5.6%	12.2%
46	i	0.3	2.1%	-8.8%	5.3%

Copied from the list:
Siah-1 displacement with Cc1oc2ccc(OCc3ccc(Cl)cc3)cc2c1C(=O)O stands at 12.2%
Myeloid diff MLP GFP+ MAC1+ % with O=C(Nc1c[nH]c(=O)[nH]c1=O)c1ccc2c(c1)C(=O)N(c1cccc([N+](=O)[O-])c1)C2=O stands at 0.3
NOD1 NF-kB reporter with Cc1cccc(C)c1NC(=O)CNC(=O)c1ccncc1 stands at -31.7%

Assay outcomes deposited in PubChem BioAssay by several laboratories.
